Assay outcomes (PubChem)
ER stress surv = ER stress cell death inhibition; 0.33% of 48,000 active; relative survival (cellular ATP), % at 15 µg/mL (by protocol); AID 1010; CSM14.1 thapsigargin ER stress survival, ATP luminescence;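 active = survival measured by cellular ATP above 50% at 15 µg/ml in the first screen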;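 also: cell death triggered by about 15 µM thapsigargin; ATP read 24 h after thapsigargin was added; plate controls were thapsigargin with DMSO for no effect and DMSO without thapsigargin for full effect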
An asterisk follows results filed as active. Only part of the results is shown; rates above refer to the full screens.

SMILES	ER stress surv
CC(=O)CC(=O)NC(C)c1ccccc1 (stereo unspecified)	-4.8
O=C1CC(N2CCN(c3ccc([N+](=O)[O-])cc3)CC2)C(=O)N1c1ccc(Br)cc1 (stereo unspecified)	10.6
O=C(NCc1cccs1)c1cc2nc(-c3ccc([N+](=O)[O-])cc3)cc(C(F)(F)F)n2n1	-1.2
CC1C(C(=O)N(C=O)NC(=O)c2ccc(Cl)cc2)C2C=CC1C21CC1 (stereo unspecified)	7.7
CSc1ccc(/C=N/NC(=O)COc2cccc(C)c2)cc1	-2.4
COc1ccccc1N1C(=O)CC(Nc2ccc(C)cc2)C1=O (stereo unspecified)	-5.2
Cc1ccc(S(=O)(=O)/N=C(/Nc2ccc([N+](=O)[O-])cc2)c2ccccc2)cc1	-1.6
COc1ccc([N+](=O)[O-])cc1-c1ccc(C(=O)O)o1	2.9
CCOc1ccc2nc(CCC(=O)O)[nH]c2c1	-2.8
Cc1cc2ncn(CC(O)COc3cccc(Cl)c3)c2cc1C (stereo unspecified)	-2.7
CCN(CC)c1ccc(-c2c(C#N)c(N)nc(OC)c2C#N)cc1	4.0
COc1ccccc1N1CCN(C2CC(=O)N(C)C2=O)CC1 (stereo unspecified)	6.6
Clc1cccc(OCCn2ccnc2)c1	2.7
O=C(Nc1ccc(Nc2ccccc2)cc1)c1ccccc1I	9.0
COc1ccc([N+](=O)[O-])cc1NC(=O)CCc1ccccc1	3.2
CN(C)CCn1c2ccccc2c2nc3ccc([N+](=O)[O-])cc3cc21	-7.0
CCN(CC)C(=O)CSc1nc(-c2ccccc2)c(-c2ccccc2)o1	-2.3
Cc1ccc(/C=C2\SC(=O)N(CCC(=O)Nc3c(C)n(C)n(-c4ccccc4)c3=O)C2=O)cc1	11.1
O=C1/C(=C\c2ccc(-c3ccccc3[N+](=O)[O-])o2)SC(=S)N1CCc1ccccc1	9.0
COc1cc(/C=N/NC(=S)Cc2ccccc2)cc(OC)c1OC	0.7
O=[N+]([O-])c1cccc2c1NC(c1ccc(Cl)cc1)C1CC=CC21 (stereo unspecified)	-3.7
O=c1/c(=C/c2cc([N+](=O)[O-])c(N3CCOCC3)cc2N2CCOCC2)sc2nc3ccccc3n12	4.4
CC(=O)C(C(C)=O)C1=C(Cl)C(=O)C(=O)c2ccccc21	-3.9
CC(=C\c1ccccc1)/C=C1/SC(=O)N(c2ccc(Cl)cc2)C1=O	6.0
COc1ccc2[nH]cc(CCNC(=S)Nc3ccccc3)c2c1	-4.1
CCOc1cc(OCC)cc(C(=O)Nc2cc(C(=O)OC)cc(C(=O)OC)c2)c1	5.1
Cc1ccc(NC(=O)c2cc3c(C)nn(-c4ccccc4)c3s2)cc1[N+](=O)[O-]	-5.9
CC1(C)CC(=O)C2=C(C1)Nc1ccccc1NC2c1coc2ccc(Cl)cc2c1=O (stereo unspecified)	-5.1
O=C(C1CCCC1)N1CCN(c2ccc([N+](=O)[O-])cc2)CC1	9.9
Cc1ccc(N2C(=O)NC(=O)/C(=C\c3cc(C)n(C)c3C)C2=O)cc1	7.1

By substructure: the compounds so far with an NH in an aromatic ring (2)
SMILES	ER stress surv
CCOc1ccc2nc(CCC(=O)O)[nH]c2c1	-2.8
COc1ccc2[nH]cc(CCNC(=S)Nc3ccccc3)c2c1	-4.1

(listing goes on)
SMILES	ER stress surv
CCOC(=O)Nc1ccc2c(c1)N(C(=O)N1CCOCC1)c1ccccc1CC2	-2.7
NCCCCNc1ccccc1[N+](=O)[O-]	-5.3
CC(=O)c1ccc(OC(=O)c2ccccc2Br)cc1	16.8
O=C(O)c1ccccc1N1C(=O)C2CC=CCC2C1=O (stereo unspecified)	9.1
Cc1ccc(NC(=O)/C=C/c2cccc(C(F)(F)F)c2)cc1	7.7
COc1ccc(Oc2coc3cc(O)ccc3c2=O)cc1	10.9
O=C(NC(=S)Nc1ccc(-c2nc3ncccc3o2)cc1)c1ccco1	-1.0
Cc1cc(C)c(C#N)c(SCC(=O)Nc2ccc(Cl)cc2)n1	4.6
CCc1ccc(-n2[nH]c(=O)c(/C=C3\C(=O)N(c4ccccc4)N=C3C)c2O)cc1	4.7
C/C(=N\N=C1\NC(=O)C(CC(=O)Nc2ccccc2F)S1)c1ccc(Cl)cc1 (stereo unspecified)	-2.6
CCN(CC)c1ccc(/C=C2/C(=O)NN(c3cccc(Cl)c3)C2=O)c(O)c1	6.8
O=C(COc1ccccc1)Nc1cc(-c2ccc(F)cc2)[nH]n1	-0.2
Cc1ccc(C(C)(C)C)cc1C(=O)c1ccc([N+](=O)[O-])cc1	1.6
O=C(COc1ccc(Cl)cc1)N/N=C/c1ccc(I)o1	5.8
OCCCN=Cc1c(O)n(-c2c(Cl)cccc2Cl)c2ccccc12	-2.0
CCOC(=O)CNC(=O)c1cc(OCC)c(OCC)c(OCC)c1	7.2
COCCNC(=O)CN(c1cc(OC)ccc1OC)S(C)(=O)=O	0.2
O=C(Nc1ccc(NC(=O)c2ccc(-c3cccc(Cl)c3)o2)cc1)c1ccccc1	3.1
CCOc1cc(C(=O)Nc2ccncc2)cc(OCC)c1OCC	3.2
CCCCCCCc1ccc(C(=O)Nc2nccs2)cc1	3.9
O=C(COc1ccc(Cl)cc1Cl)Nc1ccc(I)cc1Cl	-3.8
O=C(/C=C/c1cccs1)Nc1nc(-c2cccs2)cs1	-3.9
O=c1c2c(nc3cc(-c4cccs4)[nH]n13)CCS2	-5.2
C=CCN1C(=O)/C(=C\c2ccc(N(CC)CC)cc2O)C(=O)NC1=S	3.5
CC(C)C(=O)Oc1ccc2c(=O)c(Oc3ccc(C(C)(C)C)cc3)coc2c1	5.2
CC(=O)c1cccc(NC(=O)c2ccc(N(Cc3ccc(Cl)cc3)S(C)(=O)=O)cc2)c1	8.8
O=C(c1cc2ccccc2o1)N1CCN(c2ccc([N+](=O)[O-])cc2)CC1	5.1
O=C(NCc1cccs1)NC12CC3CC(CC(C3)C1)C2	7.7
CC1(C)CC2(CCO1)NN=C(c1ccccc1)S2 (stereo unspecified)	0.4
COC(=O)c1ccc(C(=O)OC)c(NC(=O)/C=C/c2ccc([N+](=O)[O-])cc2)c1	10.0
O=C(CSc1ccc(Cl)cc1Cl)Nc1cccc([N+](=O)[O-])c1	5.0
c1ccc(OCc2nc(-c3cccnc3)no2)cc1	5.2
CCc1ccc(OCC(=O)Nc2ccc(O)c(-c3nc4cc(C)ccc4o3)c2)cc1	15.1
CC12CC3CC(C)(C1)CC(CNC(=O)COc1ccccc1)(C3)C2	5.8
COCCN1C(=O)C(=O)/C(=C(/O)c2ccccc2)C1c1cccc(OC)c1 (stereo unspecified)	3.6
CC1(C)CC(=O)C(N=Nc2cc(C(=O)Nc3ccccc3)ccc2Cl)=C(O)C1	4.4
COc1cc(-c2noc(-c3ccccc3Cl)n2)cc(OC)c1OC	2.1
CC(O)CNC(=O)C(=O)Nc1ccc(N(C)C)cc1 (stereo unspecified)	-0.4
O=C1C(=O)N(Cc2cccnc2)C(c2ccccc2)/C1=C(\O)c1ccccc1 (stereo unspecified)	11.4
CCOC(=O)c1ccccc1NC(=O)CN(c1cc(OC)ccc1OC)S(C)(=O)=O	5.5

Reformatted: results already given.
compound: COc1cc(-c2noc(-c3ccccc3Cl)n2)cc(OC)c1OC
  ER stress surv: 2.1
compound: CC(O)CNC(=O)C(=O)Nc1ccc(N(C)C)cc1 (stereo unspecified)
  ER stress surv: -0.4
compound: O=C1C(=O)N(Cc2cccnc2)C(c2ccccc2)/C1=C(\O)c1ccccc1 (stereo unspecified)
  ER stress surv: 11.4

By substructure: the entries above with bromine.
SMILES	ER stress surv
O=C1CC(N2CCN(c3ccc([N+](=O)[O-])cc3)CC2)C(=O)N1c1ccc(Br)cc1 (stereo unspecified)	10.6
CC(=O)c1ccc(OC(=O)c2ccccc2Br)cc1	16.8

Additional records follow.
SMILES	ER stress surv
CCOc1ccc(N(CC(=O)Nc2cccc(Br)c2)S(C)(=O)=O)cc1	14.5
O=C1NC(=S)N/C1=C/c1cccc(O)c1	-7.3
CCSc1nnc2c(n1)OC(C)(C)Nc1ccccc1-2	3.6
CN(C)/C=C1\N=C(c2ccccc2)OC1=O	6.5
CCOC(=O)c1c(NC(=O)c2ccc(Cl)cc2Cl)sc(C(=O)Nc2ccccc2F)c1C	2.7
COc1ccc(NC(=O)c2c(C)c(-c3ccc(C)cc3)nc3ccccc23)c(OC)c1	67.9*
COc1ccc2c(c1OC)C(=O)N(c1ccccc1Br)C2=O	-1.1
Cc1ccc(NC(=O)c2ccc(Oc3ccc([N+](=O)[O-])cc3)cc2)cc1C	2.3
O=C1c2ccccc2NC(c2ccc(Cl)cc2Cl)N1Cc1ccco1 (stereo unspecified)	-2.2
C=CCN1C(=O)/C(=C\c2cc(C)n(-c3ccc(C)cc3)c2C)C(=O)NC1=S	1.4
O=C(O)COc1ccc(Br)cc1/C=N/NC(=O)/C(=C/c1ccccc1)NC(=O)c1ccccc1	5.7
COc1cc(OC)cc(C(=O)N2CCN(Cc3ccccc3C)CC2)c1	13.1
C=CCc1ccc(OCC(O)CN2C(C)CCCC2C)c(OC)c1 (stereo unspecified)	-4.5
COc1cccc(C2C(C(=O)Nc3ccccc3)=C(C)N=c3s/c(=C\c4c[nH]c5ccccc45)c(=O)n32)c1 (stereo unspecified)	3.6
CCOc1ccc(NC(=O)C(=O)Nc2cccc(C(F)(F)F)c2)cc1	4.0
CCOC(=O)c1c(N)sc(C(=O)Nc2ccc3c(c2)OCO3)c1C	-5.9
CC(C)C12CN(C(=O)c3ccccc3)CC(C(C)C)(CN(C(=O)c3ccccc3)C1)C2=O	-0.1
Cc1ccc(/C(O)=C2\C(=O)C(=O)N(CCCC(=O)O)C2c2ccccc2)cc1 (stereo unspecified)	-3.5
COc1ccc(NC(=O)COc2cccc3ccccc23)cc1Cl	1.7
N=c1sc(Cc2cccc3ccccc23)cn1CC(=O)c1ccccc1	2.8
CS(=O)(=O)N(CC(=O)N1CCCC1)c1ccc(Oc2ccccc2)cc1	8.1
CC(=O)c1cccc(NC(=S)Nc2ccccc2)c1	-0.6
COc1cc(-c2ccc(NCN3C(=O)c4ccccc4C3=O)c(OC)c2)ccc1NCN1C(=O)c2ccccc2C1=O	10.0
CCOC(=O)C1=C(C)N=c2s/c(=C\c3ccc(-c4ccccc4C(=O)O)o3)c(=O)n2C1c1cc(OC)ccc1OC (stereo unspecified)	6.6
O=C1OC(Nc2cccc3ccccc23)(c2ccccc2)c2ccccc21 (stereo unspecified)	-4.8
Cc1ccc(C(=O)NC(NC(=S)Nc2ccccc2Cl)C(Cl)(Cl)Cl)cc1 (stereo unspecified)	9.2
Cc1nc(SCc2ccccc2)c(C#N)c(C)c1C	0.9
CCOC(=O)c1c(-n2c(C)cc(/C=C3/SC(N)=NC3=O)c2C)sc2c1CCCC2	2.2
CCCCOc1ccc(C(=O)N2CCN(c3cccc(C)c3C)CC2)cc1	0.0
COc1ccc(C2(C#N)CCOCC2)cc1OC	9.3
O=C(Nc1nccs1)c1ccc(N2C(=O)CCC2=O)cc1	1.1
CC1(C)CC(=O)C2=C(C1)N=C1c3ccccc3C(=O)C1C2c1ccc(O)c(O)c1 (stereo unspecified)	9.6
Cc1cc(=O)oc2c(C=NC3CCCCC3)c(O)ccc12	7.0
CCOc1ccccc1NC(=O)c1c(NC(=O)c2ccccc2Cl)sc2c1CCC(C)C2 (stereo unspecified)	0.2
O=C(CSc1ccccn1)Nc1ccc(/C=C/c2ccccc2)cc1	1.1
O=C(CCN1C(=O)/C(=C/c2cccs2)SC1=S)Nc1cccc(F)c1	-1.3
CC(=O)CCc1c(C)nc2c(C)cccc2c1Cl	1.7
C=CCNC(=O)COc1cccc(C)c1	4.4
O=C1N/C(=N/N=C/c2ccco2)SC1Cc1ccc(F)cc1 (stereo unspecified)	8.0
CCOC(=O)CNC(=O)c1ccc(OC)cc1	-5.0
COc1ccccc1N1C(=O)CC(Nc2ccc(N3CCOCC3)cc2)C1=O (stereo unspecified)	-3.3
Cc1cccc(NC(=O)c2cc([N+](=O)[O-])ccc2Cl)c1Cl	11.2
Cc1ccc(C(O)(C(=O)Nc2ccccn2)c2ccc(C)cc2)cc1	5.5
COc1ccc(-c2cn3c(n2)SCC3)cc1	-8.6
O=C(Nc1ccc2nn(-c3ccccc3)nc2c1)c1cccc(I)c1	10.1
COc1cc(C2SCC(=O)N2Cc2ccco2)cc([N+](=O)[O-])c1O (stereo unspecified)	12.8
CCOc1ccccc1NC(=O)c1c(NC(=O)Cc2ccccc2)sc2c1CCCCC2	4.7
COC(=O)NC(NC(=O)OC)c1ccc(Br)cc1	-0.3
Cc1ccc(OCC(=O)N/N=C\c2ccc(OC(=O)c3ccc(Br)cc3)cc2)cc1	6.7
O=C(CCC1CCCCC1)N1CCN(c2cccc(Cl)c2)CC1	2.1

Next structures follow:
SMILES	ER stress surv
CCOC(=O)c1c(NC(=O)CN2CCN(C)CC2)sc2c1CCN(C(=O)OCC)C2	1.2
CCOC(=O)C1=C(O)/C(=C/c2ccccc2)SC1=Nc1ccc([N+](=O)[O-])cc1	9.6
COc1cc(NS(=O)(=O)c2ccc(N/C=C\C(=O)c3ccc4ccccc4c3)cc2)nc(OC)n1	12.5
CCOc1ccc(C2/C(=C(\O)c3ccccc3)C(=O)C(=O)N2CCCC(=O)O)cc1 (stereo unspecified)	-0.5
CCN1C(=O)/C(=C\c2ccc3c(c2)OCO3)C(C(=O)OC)=C1C	-1.7
CC(=O)N(C)c1ccc(NC(=O)COc2ccc(Cl)cc2)cc1	-0.8
COC(=O)CN(c1ccc(C)c(C)c1)S(C)(=O)=O	0.2
O=C(Nc1ccccc1C(=O)Nc1ccc(Br)cc1)c1ccco1	11.4
Nc1nonc1OCCN1CCN(c2ccc([N+](=O)[O-])c3cccnc23)CC1	5.2
COc1ccc(C(=O)N2CCN(C(=O)c3ccc([N+](=O)[O-])cc3)CC2)cc1	8.7
CCc1c(O)nc(SCC(=O)N2CCOCC2)n(-c2ccccc2C)c1=O	3.4
CCOc1ccc(/C=N\NC(=O)C2CC(=O)N(c3ccc(C)cc3)C2)cc1 (stereo unspecified)	-2.2
O=C(Nc1ccc2oc(-c3cccc(Cl)c3Cl)nc2c1)c1ccccc1[N+](=O)[O-]	-0.6
